Bioassay records as filed in PubChem.
EBV LMP1 NFkB = inhibitors of Epstein-Barr LMP1-induced NF-kappaB reporter. LMP1-induced NF-kappaB luciferase reporter cells, luminescence. inhibition, % at 12.5 µM. actives 0.69% (n = 350,000). AID 504558; in the data active = inhibition above about 41%;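 note: 0% = neutral control wells and 100% = reference inhibitor control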
NR5A2 inv ag = NR5A2 inverse agonism in reporter assay; O00482; HEK293T StAR-luciferase reporter, LRH-1 transfected, 24 h; inhibition, % at 3.6 µM; actives 0.13% (n = 360,000); AID 602396;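 active = inhibition above the mean inhibition of all tested compounds plus 3 SD, cut at about 73% in these data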;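 note: 0% = DMSO wells and 100% = reporter-only cells lacking LRH-1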
COUP-TFII inh = blocks human COUP-TFII nuclear receptor; inhibition, % at 8.6 µM; HEK293T NGFI-A luciferase reporter, luminescence; actives 0.7% (n = 370,000);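 active = inhibition above a per-plate cutoff, mean inhibition of test wells between control levels plus 3 SD, cut at about 38% in these data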;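 note: cells cotransfected with COUP-TFII expression vector driving the NGFI-A reporter; 0% = median of COUP-TF2 test wells and 100% = reporter-only cells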
Shn3 inh set2 = inhibitors of Schnurri-3 3'UTR reporter in osteoblasts; Clone20 osteoblast Shn3 3'UTR firefly luciferase, 24 h; inhibition, % at 12.5 µM; actives 0.52% (n = 360,000);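 active = mean inhibition of at least 75% with every replicate also reaching 75%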;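 note: 0% = median of neutral control wells and 100% = pilot-screen positive control compound; some compounds past the cut are filed as inactive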
TWEAK-Fn14 inh = blocks TWEAK-Fn14 interaction in a reporter cell assay | TWEAK-stimulated Fn14 reporter cells, luciferase luminescence, 8 h | inhibition, % at 10 µM | actives 2% (n = 360,000) | AID 1159606; in the data active = inhibition above about 50%
KKLEB tox = reduces viability of KKLEB cystic fibrosis airway cells; activity change (cytotoxicity), % at 5 µM; KKLEB CF airway cells viability, ATPlite luminescence, overnight; hits give low values; cells stimulated with P. aeruginosa culture filtrate; actives 0.36% (n = 360,000);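 active = corrected activity change at or below -50% at 5 µM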
CF NFkB inh = cystic fibrosis NF-kB activation inhibition. actives 0.86% (n = 360,000). KKLEB NF-kB-GFP reporter, PAF-induced, GFP fluorescence overnight. inhibition, % at 5 µM;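 active = at least 50% inhibition at 5 µM, scaled per plate between neutral and stimulator controls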;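 note: PAF is a Pseudomonas aeruginosa culture filtrate used as stimulus; plate controls were PAF-stimulated DMSO wells for no effect and unstimulated DMSO wells for full effect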
SRC3 inh = inhibits human SRC3 coactivator. Q9Y6Q9. HEK293 GAL4-SRC3 luciferase reporter, luminescence. inhibition, % at 3.6 µM. actives 0.17% (n = 360,000). AID 588352;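 active = inhibition above a per-campaign cutoff, the mean of all compounds plus 3 SD, cut at about 60% in these data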;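 note: 0% = DMSO-treated cells and 100% = gossypol-treated cells at 36 µM; higher means less SRC3-driven luciferase light from the GAL4 reporter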
Target sequence (Q9Y6Q9 whole entry, looked up, the tested form may be a part): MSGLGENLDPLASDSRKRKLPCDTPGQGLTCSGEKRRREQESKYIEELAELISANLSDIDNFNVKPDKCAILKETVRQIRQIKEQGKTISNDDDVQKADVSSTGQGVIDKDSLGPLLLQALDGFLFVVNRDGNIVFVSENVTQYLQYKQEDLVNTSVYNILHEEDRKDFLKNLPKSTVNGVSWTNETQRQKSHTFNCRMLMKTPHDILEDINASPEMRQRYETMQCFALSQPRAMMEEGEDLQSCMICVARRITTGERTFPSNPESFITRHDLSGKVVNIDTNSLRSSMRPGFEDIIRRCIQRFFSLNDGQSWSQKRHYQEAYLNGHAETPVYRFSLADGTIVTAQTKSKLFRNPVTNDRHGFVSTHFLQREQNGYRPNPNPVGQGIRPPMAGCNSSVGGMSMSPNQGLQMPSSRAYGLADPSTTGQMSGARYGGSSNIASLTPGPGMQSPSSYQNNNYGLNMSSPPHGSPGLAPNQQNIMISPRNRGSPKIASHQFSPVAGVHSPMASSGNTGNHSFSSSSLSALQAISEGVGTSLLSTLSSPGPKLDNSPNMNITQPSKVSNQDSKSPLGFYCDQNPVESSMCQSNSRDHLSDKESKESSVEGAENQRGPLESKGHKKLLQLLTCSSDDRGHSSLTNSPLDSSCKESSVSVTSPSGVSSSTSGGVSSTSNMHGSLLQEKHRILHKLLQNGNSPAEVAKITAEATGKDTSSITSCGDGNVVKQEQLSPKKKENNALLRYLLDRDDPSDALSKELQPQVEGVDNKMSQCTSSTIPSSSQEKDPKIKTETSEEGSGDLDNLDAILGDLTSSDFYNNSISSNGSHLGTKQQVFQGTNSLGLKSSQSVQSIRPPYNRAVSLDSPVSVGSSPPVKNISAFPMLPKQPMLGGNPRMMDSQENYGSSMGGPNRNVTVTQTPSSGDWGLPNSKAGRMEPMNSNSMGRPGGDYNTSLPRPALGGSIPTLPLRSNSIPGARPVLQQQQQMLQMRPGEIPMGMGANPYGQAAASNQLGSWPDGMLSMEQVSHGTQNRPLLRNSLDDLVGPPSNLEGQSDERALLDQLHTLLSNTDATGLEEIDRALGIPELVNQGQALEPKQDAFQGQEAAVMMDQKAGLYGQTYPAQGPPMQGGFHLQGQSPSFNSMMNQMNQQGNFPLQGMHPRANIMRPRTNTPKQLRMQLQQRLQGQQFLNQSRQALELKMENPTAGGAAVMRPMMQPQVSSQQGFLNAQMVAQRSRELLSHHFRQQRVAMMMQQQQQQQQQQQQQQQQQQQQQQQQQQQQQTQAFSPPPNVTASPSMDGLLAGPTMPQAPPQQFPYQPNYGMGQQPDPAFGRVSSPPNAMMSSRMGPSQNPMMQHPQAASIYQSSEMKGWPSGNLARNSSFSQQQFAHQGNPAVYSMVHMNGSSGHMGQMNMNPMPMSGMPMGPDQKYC
C8 TRAIL sens = sensitizes caspase-8 expressing cells to TRAIL | NB7+C8 cells + TRAIL, ATPlite viability luminescence | AID 624354 | inhibition (viability loss, TRAIL sensitization), % at 10 µM | actives 1% (n = 360,000);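 active = compounds causing at least 50% loss of cell viability in the single-dose screen, relative to plate controls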
TROY NFkB inh = inhibitors of TROY-dependent NF-kB signaling | inhibition, % at 10 µM | actives 0.98% (n = 360,000) | Q293 LMP1-TROYcd NF-kB luciferase reporter, 4 h | AID 1347056;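 active = compounds whose plate-normalised and pattern-corrected inhibition of the luciferase reporter signal at the single screening dose is 50% or more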
NCOA1 inh = inhibits human SRC1 coactivator; actives 0.12% (n = 360,000); HEK293 GAL4-SRC1 luciferase reporter, luminescence; inhibition, % at 3.6 µM; AID 588354; Q15788;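 active = inhibition above the campaign mean plus 3 SD, with each screening campaign given its own cutoff, cut at about 60% in these data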;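 note: 0% = DMSO treated cells and 100% = gossypol at 36 µM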
Numbers without * were called inactive; / = not tested or not shown. Some of the compounds tested. The share of hits here may be higher or lower than overall.

SMILES	EBV LMP1 NFkB	NR5A2 inv ag	COUP-TFII inh	Shn3 inh set2	TWEAK-Fn14 inh	KKLEB tox	CF NFkB inh	SRC3 inh	C8 TRAIL sens	TROY NFkB inh	NCOA1 inh
CCCC(=O)Nc1sc2c(c1C(=O)OCC)CC(C)(C)OC2	4	-6	13	-3	-5	-4	-4	-13	-3	-3	0
C/C(=N\NC(=O)c1cccc(S(=O)(=O)N2CCCCC2)c1)c1ccc(C)o1	-5	7	24	-5	8	0	-2	2	-7	-3	-1
Cc1ncc([N+](=O)[O-])n1CC(=O)Nc1cccc(C(F)(F)F)c1	-8	-9	-5	15	11	-13	9	-5	-8	9	9
COc1cccc(-n2nc(C#N)c(Cl)cc2=O)c1	12	-2	-48	96*	29	-34	106*	-8	-3	83*	-56
O=C(COC(=O)CCC(=O)c1ccc(F)cc1)Nc1ccc(F)cc1F	3	-14	-3	-24	20	4	4	5	-1	-3	7
Cc1ccc(-n2c(SCC(=O)NCC3CCCO3)nnc2-c2ccoc2C)cc1 (stereo not drawn)	8	4	0	-9	5	0	5	1	-1	16	-11
O=C(NC(=S)Nc1cc(Cl)ccc1Cl)c1ccco1	-5	-22	-18	-38	-34	12	-32	-36	-11	-54	-6
COc1nc(C)nc2c1ccc1ccccc12	-7	-11	-1	-28	-9	4	2	5	4	-24	-6
CCN(CC)S(=O)(=O)N1CCC(C(=O)NC(C)CCc2ccccc2)CC1 (stereo not drawn)	8	19	12	17	-9	-3	9	15	1	-9	3
CN(CC/C=C1/c2ccccc2CSc2ccccc21)CCCO	6	-10	-6	-4	11	0	20	-12	-4	-3	-12
Cc1ccc(S(=O)(=O)N2CC(C(=O)O)=CC[C@H]2c2ccc3c(c2)OCO3)cc1	-6	10	-19	21	-3	-15	1	8	-37	-3	-1
O=c1c(C=NCCCn2ccnc2)c(-c2ccccc2)[nH]n1-c1nc2ccccc2s1	-42	11	-53	4	-7	-13	-32	17	-9	-39	-9
CC(C)C[C@H](NC(=O)c1[nH]cnc1C(=O)Nc1ccc(CNC(=O)OC(C)(C)C)cc1)C(=O)OC(C)(C)C	-10	22	3	22	0	-9	14	21	24	12	-11
CC(C)c1ccc(/C=c2\sc3nc(-c4ccncc4)nn3c2=O)cc1	1	5	6	-12	-14	-1	1	12	13	-23	-23
O=c1c2ccccc2n2c(-c3ccc(F)cc3)nnc2n1Cc1ccccc1	3	-4	11	-3	-22	5	8	-5	-6	-9	-18
Cc1ccc(CNc2cc(-c3nn4c(C)nnc4s3)ccc2C)s1	14	7	-21	2	-21	-8	-32	7	-2	-12	-12
COc1cc2c(cc1OC)CN(C(=O)C1CCN(S(=O)(=O)c3ccccc3F)CC1)CC2	8	-5	-15	15	-14	5	11	-13	1	-18	1
O=C(O)Cc1sc(-c2ccccc2)nc1-c1ccccc1	-12	-11	-9	0	-10	-16	3	13	12	-10	-13
CCN1CCN(Cc2ccc(OCc3ccccc3)cc2)CC1	5	-62	-37	-8	29	-19	-21	-78	17	35	-107
O=C(NCc1cc(C(F)(F)F)cc(C(F)(F)F)c1)C1CC(c2cccc([N+](=O)[O-])c2)=NO1 (stereo not drawn)	5	-14	3	2	-30	-4	-4	16	-12	7	-3
O=C(O)c1cc2c(ccc3ccccc32)oc1=O	9	22	6	1	-4	20	-26	3	-15	1	-16
CCOC(=O)C1=C(c2ccccc2)NC(=O)NC1c1cc(OCC)c(O)c([N+](=O)[O-])c1 (stereo not drawn)	1	6	5	-8	2	3	12	0	-5	26	-18
O=C(COC(=O)c1ccc2c(=O)n3c(nc2c1)CCC3)Nc1ccc(OC(F)F)cc1	-8	7	-16	-7	27	-10	-12	-16	1	-12	-25
O=C(CSc1ncn(-c2ccccc2)n1)Nc1nncs1	3	5	6	17	-13	3	-6	4	-2	-11	-24
O=C(COC(=O)c1ccccc1Cl)NC(=O)NCc1ccccc1	2	-7	-4	-1	-17	-11	-1	-3	-2	-2	2
CCOc1cc(C)nc(N2CCN(C3CCCCC3)CC2)n1	-6	10	16	19	19	-13	1	0	1	6	3
Cc1ccc(/C(O)=C2\C(=O)C(=O)N(c3cc(C)on3)C2c2cccc(Cl)c2)cc1 (stereo not drawn)	7	12	6	-3	-2	-1	0	-15	-5	-15	10
COCCCNC(=O)c1ccc(CS(=O)(=O)c2cccc(C(F)(F)F)c2)o1	-5	-6	5	19	7	-8	3	6	-7	4	-28
Cc1ccc(NC(=O)/C=C\C(=O)NCC(=O)O)cc1	-3	-5	8	-4	1	4	-4	5	0	14	-17
O=C(Nc1ccc(Cl)cc1)C(Cl)C(=O)c1ccccc1 (stereo not drawn)	0	39	-4	-8	7	-12	-26	-13	1	-36	-15
CCOc1ccc(CCNC(=O)COC(=O)c2nn(C)c(=O)c3ccccc23)cc1OCC	-10	3	-35	-3	-11	10	-12	18	21	12	-3
COc1ccc(N/C(=N/c2nc(C)cc(C)n2)NC(=O)c2ccccc2)cc1	-2	11	-20	-3	-11	11	-11	13	14	12	12
CCOCC(=O)Nc1ccc(S(=O)(=O)NCCc2ccccc2)cc1	6	46	18	15	18	-10	11	8	-10	-7	6
CCOc1ccc(NC2=NC(C(=O)NCc3ccccc3)CC(=O)N2)cc1 (stereo not drawn)	6	-4	-9	14	6	-1	-15	2	8	-12	5
COCCNC(=O)c1cc(-c2ccccc2C)n(CC2CC(c3cccc([N+](=O)[O-])c3)=NO2)n1 (stereo not drawn)	10	8	0	1	-7	8	-9	3	2	-10	2
O=C(Nc1ccccc1N1CCOCC1)C1CCCO1 (stereo not drawn)	-5	-36	-4	-49	0	-7	-21	16	12	-1	-6
COc1ccc(-c2ccc3[nH]c4c(c3c2)CCN2C[C@@H]([C@H](C)O)[C@@H](N(C)C(=O)Nc3cc(Cl)cc(Cl)c3)C[C@@H]42)cc1	3	-15	12	20	38	1	1	-9	12	-7	-9
O=C(c1cccc(S(=O)(=O)N2CCOCC2)c1)N1CCC(Cc2ccccc2)CC1	5	-7	5	24	-8	-1	-11	-17	12	-3	8
O=C(CCS(=O)(=O)c1ccc(Br)cc1)Nc1ccc(Br)cc1F	0	-6	-7	-8	0	-11	-8	0	7	2	-29
Cc1cccc(NC(=S)N(CCCN(C)C)Cc2cc3cc4c(cc3[nH]c2=O)OCO4)c1	-10	7	-5	13	-6	-2	-28	13	-7	5	3
Cc1nc2c3cnn(-c4ccccc4)c3ncn2n1	-10	8	-7	-38	4	1	-17	-15	3	-19	-27
Cc1ccc(NC(=O)C2CCN(S(C)(=O)=O)CC2)cc1C	-7	12	-2	7	-9	-2	8	16	2	-4	-3
CN(Cc1nccs1)C(=O)C1CCC(=O)N(CCCc2ccccc2)C1 (stereo not drawn)	1	6	3	-6	-5	7	-2	-12	-1	-10	9
N#Cc1cc([N+](=O)[O-])cnc1Nc1ccccc1	-5	7	12	-23	19	1	1	-3	-1	9	-1
COC(=O)c1sc(NC(=O)COc2cccnc2[N+](=O)[O-])c(C(=O)OC)c1C	-2	26	19	16	-25	-18	6	3	-4	-9	1
COc1ccc(Br)cc1C(=O)NC(=S)Nc1ccc(CN2CCOCC2)cc1	18	4	-12	23	-32	8	17	22	13	31	9
CC1(C)[C@@H](O)CC[C@]2(C)[C@H]3C(=O)C=C4[C@@H]5C[C@@](C)(C(=O)O)CC[C@]5(C)CC[C@@]4(C)[C@]3(C)CC[C@@H]12	7	-28	4	-6	0	-1	10	6	-3	0	-15
O=C(NCc1ccc(F)cc1)N1CCN(S(=O)(=O)c2ccccc2F)CC1	-3	13	14	-10	35	11	2	9	-1	-6	-10
CC(=O)Nc1ccc(S(=O)(=O)NC2Cc3ccccc3C2)cc1	9	-5	1	7	9	-4	20	-5	-5	-3	6
COc1ccccc1OCC(=O)Nc1ccccc1C(=O)NCc1ccco1	-7	-16	5	-5	11	-6	17	-9	-16	-4	-8
CCOC(=O)N1CCN(C(=O)c2ccc(N3CCCC3=O)cc2)CC1	-2	-13	6	-3	4	3	0	7	17	9	-1
CC1CCCC(NC(=O)CCCn2c(=O)[nH]c3cc(Cl)ccc3c2=O)C1C (stereo not drawn)	-19	0	1	-1	10	1	-10	-3	13	17	-2
Cn1c(NCc2ccc3occc3c2)nc2cc(-c3cccc(C(F)(F)F)c3)sc2c1=O	/	7	10	-2	36	-3	3	-1	13	3	2
NC(=O)Nc1ccc(Cl)cc1	-2	-18	11	0	-8	-14	14	15	16	5	-7
CCCNC(=O)C1(C)CCCN(C(=O)c2cc(C)nn2C(C)(C)C)C1 (stereo not drawn)	/	-25	6	3	-11	-3	5	-5	-9	13	13
CCCCC(=O)OCC(=O)C1(O)Cc2c(O)c3c(c(O)c2C(OC2CC(NC(=O)C(F)(F)F)C(O)C(C)O2)C1)C(=O)c1c(OC)cccc1C3=O (stereo not drawn)	48*	36	-18	75	-199	8	-197	53	17	-9	54
Cn1cnnc1SCC(=O)NC1CCCCC1	-2	8	11	-2	-30	5	-6	11	8	-5	-7
Cc1c(C(=O)N2CCN(S(=O)(=O)c3cc(F)ccc3F)CC2)oc2ccccc12	-2	15	9	11	-28	14	10	-2	-10	-14	6
Cc1ccc(C(=O)Nc2cc(C(F)(F)F)ccc2-n2cncn2)o1	-2	20	13	0	4	-3	14	7	-38	-30	-1
COc1ccccc1NC(=O)c1cc(S(=O)(=O)N2CCCCCC2)ccc1F	-1	-5	10	-9	-20	4	-4	-16	-2	-28	-48

Fetched by compound from the entries so far, 2 records:
SMILES	EBV LMP1 NFkB	NR5A2 inv ag	COUP-TFII inh	Shn3 inh set2	TWEAK-Fn14 inh	KKLEB tox	CF NFkB inh	SRC3 inh	C8 TRAIL sens	TROY NFkB inh	NCOA1 inh
COc1ccc(Br)cc1C(=O)NC(=S)Nc1ccc(CN2CCOCC2)cc1	18	4	-12	23	-32	8	17	22	13	31	9
Cc1c(C(=O)N2CCN(S(=O)(=O)c3cc(F)ccc3F)CC2)oc2ccccc12	-2	15	9	11	-28	14	10	-2	-10	-14	6

More structures follow:
SMILES	EBV LMP1 NFkB	NR5A2 inv ag	COUP-TFII inh	Shn3 inh set2	TWEAK-Fn14 inh	KKLEB tox	CF NFkB inh	SRC3 inh	C8 TRAIL sens	TROY NFkB inh	NCOA1 inh
Cc1noc(C)c1COC(=O)[C@@H](NC(=O)c1ccccc1Cl)C(C)C	-6	4	-18	10	-33	1	5	12	10	-3	6
Cc1ccc(N2CCN(/N=C/c3cccnc3)CC2)cc1	9	-39	10	-7	10	7	8	11	-37	-17	-17
O=C(Nc1cccc(Cl)c1)c1cc(S(=O)(=O)NCCc2ccc(Cl)cc2)ccc1F	-14	18	3	2	9	5	0	8	-4	36	4
O=S(=O)(NC1=NCCC1)c1cccs1	-1	-12	5	-3	1	9	-15	19	2	6	2
CC(Cl)C(=O)c1ccc2c(c1)CCN2C(=O)C1CC1 (stereo not drawn)	2	21	-6	12	-13	5	-12	7	-5	-3	-2
CN1C2CCC1CC(NS(=O)(=O)c1cccc(C(F)(F)F)c1)C2 (stereo not drawn)	3	-9	-19	-4	-4	-8	15	-9	15	49	-22
O=C(/C=C/NCC(=O)c1ccccc1)c1ccc(Br)cc1	-6	-30	-12	-38	-22	8	-7	2	-6	-25	-3
O=c1[nH]c(CSc2ncccn2)nc2c1cnn2-c1ccccc1	3	32	5	-6	-2	8	-18	10	-9	-8	-8
